Screening data as filed in PubChem BioAssay.
PI5P4Ka inh = blocks human PI5P4K alpha kinase activity. 330,000 compounds, 1.2% hits. max response, %. AID 652105. P48426. PI5P4Kalpha enzyme, ADP-Glo luminescence, 60 min; stronger effect = lower value; active = max response of -50% or lower; inconclusive = between -30% and -50%; inactive = -30% or higher; also: value at the top dose of about 77 µM; % is scaled to controls: 0 for no effect and ±100 for the full control effect
Target sequence (P48426 whole entry, looked up): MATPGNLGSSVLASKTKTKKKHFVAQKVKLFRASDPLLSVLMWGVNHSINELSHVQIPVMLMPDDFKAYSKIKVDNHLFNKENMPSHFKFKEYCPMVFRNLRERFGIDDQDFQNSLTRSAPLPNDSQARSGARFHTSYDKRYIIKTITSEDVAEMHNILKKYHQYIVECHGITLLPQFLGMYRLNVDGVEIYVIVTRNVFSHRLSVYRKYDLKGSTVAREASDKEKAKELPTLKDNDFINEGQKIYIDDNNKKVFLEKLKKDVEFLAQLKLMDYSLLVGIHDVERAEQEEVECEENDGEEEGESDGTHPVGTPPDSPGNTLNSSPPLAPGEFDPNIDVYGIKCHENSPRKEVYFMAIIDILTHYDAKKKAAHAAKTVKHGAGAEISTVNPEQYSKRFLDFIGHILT
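Compounds were pin-transferred onto PI5P4Kalpha and substrate in HEPES pH 7.4 buffer with EGTA, CHAPS and 5% DMSO. ATP (5 microM final) started the reaction, which ran 60 minutes at room temperature before ADP-Glo detection.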
GLP1R cytotox = cytotoxicity counter-screen for GLP-1 receptor inverse agonists | Potency, µM (highest dose often 38.3 µM), for inactives: top-dose activity change, negative = inhibition, actives largely listed as inhibitors | 410,000 compounds, 0.13% hits | HEK293 cAMP-luciferase reporter cells, luminescence, 24 h;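 also: loss of luciferase light is scored as toxicity; potency is read from the fitted curve at half-maximal effect; % is scaled to controls: 0 for no effect and ±100 for the full control effect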
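Step one: seed cells (200 cells/uL, DMEM with 10% Nu serum, 1% pen-strep). Step two: 12-hour incubation at 37 deg C. Step three: pin 23 nL compound, incubate 24 hr. Step four: add luciferase reagent, read luminescence 12 min later.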
EPAC1 agonist = activates human EPAC1 exchange factor. O95398. EPAC1 agonist qHTS, biochemical assay; response scale: 100% = response to 6.5 mM cAMP. Potency, µM (titrated, usually from 154 µM), for inactives: top-dose activation, most hits filed as activators. 360,000 compounds, 0.073% hits; also: potency is read from the fitted curve at half-maximal effect; nearly all actives have a fitted effect of over 60% in size
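Nucleotide exchange by EPAC1 (100 nM) on Rap1B–BODIPY-GDP (250 nM) in the presence of 50 uM GDP is tracked fluorescently at 480/540 nm over 30 min. Signals are normalized to a 6.5 mM cAMP control.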
PLK1 PBD block = inhibitors of human PLK1 polo-box domain binding. P53350. Plk1 PBD binding of FITC phosphopeptide, fluorescence polarization. Potency, µM, inactives show max response, negative = inhibition, usual class: inhibitors. 360,000 compounds, 2.8% hits; also: potency is read from the fitted curve at half-maximal effect; series mostly up to about 57 µM; % is scaled to controls: 0 for no effect and ±100 for the full control effect; nearly all actives have a fitted effect of over 65% in size
Target sequence (P53350 whole entry, looked up, the tested form may be a part): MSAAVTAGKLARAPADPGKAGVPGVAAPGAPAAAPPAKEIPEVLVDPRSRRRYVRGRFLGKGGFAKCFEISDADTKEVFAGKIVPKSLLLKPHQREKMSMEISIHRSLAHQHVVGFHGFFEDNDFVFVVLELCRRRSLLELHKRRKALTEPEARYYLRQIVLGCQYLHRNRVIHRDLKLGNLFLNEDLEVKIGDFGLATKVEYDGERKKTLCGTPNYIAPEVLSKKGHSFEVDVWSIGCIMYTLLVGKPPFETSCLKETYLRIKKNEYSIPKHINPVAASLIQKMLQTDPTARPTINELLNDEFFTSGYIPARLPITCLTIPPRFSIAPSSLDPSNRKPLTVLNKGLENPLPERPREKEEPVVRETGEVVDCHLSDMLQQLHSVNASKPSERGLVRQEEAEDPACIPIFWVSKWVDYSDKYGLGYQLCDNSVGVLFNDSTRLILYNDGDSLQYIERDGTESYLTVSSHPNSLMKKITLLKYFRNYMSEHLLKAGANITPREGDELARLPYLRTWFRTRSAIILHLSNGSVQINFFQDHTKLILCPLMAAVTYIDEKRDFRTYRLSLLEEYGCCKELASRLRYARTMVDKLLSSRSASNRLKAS
IL2 activator = activates IL-2 in a cell-based reporter assay; IL-2 activation reporter assay, cell-based qHTS; stimulated with anti-CD3/CD4/CD28 beads; in transgenic mouse T cells; activation, % (series mostly up to about 46 µM); 360,000 compounds, 0.065% hits; in the data active = activation above about 50%; inconclusive = mostly about 30% to 49%; also: 0% is about no effect
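Unstimulated transgenic mouse T cells; 60-min compound exposure; bead-based TCR/CD4/CD28 stimulation; 18 h culture, 37 degrees C; dual fluorescence (EGFP, DsRed) plate cytometry.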
PTHR1 ag = PTHR1 (human) receptor agonism. 410,000 compounds, 0.075% hits. Q03431. AID 743266. HEK293 GP2 PTHR1 cells, GloSensor cAMP luminescence, 1 h. Potency, µM (titrated, usually from 115 µM), for inactives: top-dose activation, most hits filed as activators; also: potency is read from the fitted curve at half-maximal effect; nearly all actives have a fitted effect of over 55% in size; some results filed as inactive show a strong effect at the top dose; inactives centre near -15; many of its hits are not listed in these tables
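HEK-293-derived GP2 cells expressing PTHR1 and a GloSensor cAMP reporter, 3,000/well, plated overnight, given luciferin plus IBMX (each 0.5 mM as added) for 1 h at 37 °C, then compound for 1 h at 37 °C. Luminescence was read after 15 min at room temperature.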
GLP1R inv ag = inverse agonists of human GLP-1 receptor | Potency, µM (highest dose often 38.3 µM), without a hit: at the highest dose activity change, negative = inhibition, actives largely listed as inhibitors | HEK293 GLP-1R CRE-luciferase, luminescence, 24 h; GLP-1R form is constitutively active | 410,000 compounds, 1.6% hits; also: potency is read from the fitted curve at half-maximal effect; % is scaled to controls: 0 for no effect and ±100 for the full control effect; nearly all actives have a fitted effect of over 55% in size
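Using stably transfected HEK293 (constitutively active GLP-1R, cAMP-luciferase reporter), compounds were incubated 24 hr and luciferase measured by luminescence.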
GLP1R ag = agonists of human GLP-1 receptor | P43220 | HEK293 GLP-1R CRE-luciferase, luminescence, 4-6 h; cells express a hypersensitive GLP-1R form | Potency, µM (series often up to 45.6 µM), for the others: at the highest dose activation, most hits filed as activators | 380,000 compounds, 0.007% hits; also: potency is read from the fitted curve at half-maximal effect; % of control where 0% means no effect
EPAC1 antagonist = EPAC1 (human) antagonism; O95398; 360,000 compounds, 0.14% hits; EPAC1 GEF assay, Rap1b-BODIPY-GDP exchange fluorescence; Potency, µM (highest dose often 115 µM), without a hit: top-dose activity change, negative = inhibition, usual class: inhibitors;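 also: potency is read from the fitted curve at half-maximal effect; plate controls were vehicle for no effect and positive control for full effect; nearly all actives have a fitted effect of over 50% in size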
Starred values were filed as active, the others as inactive; i = inactive; ? = inconclusive; . = not tested or not shown; & = joins results of further samples; [ ] = dose if it differs, or a comment. Unless noted, calls follow the shape of the dose curve; as a rule, active = well fitted curve in the direction sought with a large enough effect; inconclusive = small, poorly fitted or top-dose-only effect, or another doubt; inactive = no such curve, though single readings can be large; an effect the other way counts as inactive or inconclusive. This is a subset; the hit share may differ from the screen's.

SMILES	PI5P4Ka inh	GLP1R cytotox	EPAC1 agonist	PLK1 PBD block	IL2 activator	PTHR1 ag	GLP1R inv ag	GLP1R ag	EPAC1 antagonist
COc1cc(C2(c3ccc(O)c(OC)c3)C(=O)N(C)c3ccc(C)cc32)ccc1O	-10	-5%	6%	-18%	1.1	-1%	?	12%	?
CCOc1ccc(CCNC(=O)c2ccc3c(c2)N(Cc2ccccc2F)C(=O)c2ccccc2S3=O)cc1OCC (stereo not given)	.	2%	.	.	.	-14%	7%	2%	.
COc1ccc(CNC(=O)C2CCC(CNC(=O)[C@@H]3Cc4ccccc4CN3)CC2)cc1 (stereo not given in full)	-1	-3%	-8%	-15%	-1.0	1%	-14%	-2%	-10%
O=C(CCN1C(=O)/C(=C\C=C\c2ccccc2)SC1=S)Nc1cccc(C(=O)O)c1	?	-29%	23%	27µM*	-3.7	-11%	149%[activator]	-1%	?
COC(=O)CNC(=O)COC(=O)c1cc(Cl)cc(Cl)c1N	6	3%	15%	-1%	1.6	i	0%	-2%	-9%
CCc1cc2c(=O)c(-c3nc4ccccc4n3C)c(C)oc2c(CN2CCN(CCO)CC2)c1O	.	12%	6%	-10%	-1.3	26%	36%[activator]	2%	19%
COC(=O)c1ccccc1NC(=O)NC1CC1	-1	1%	2%	-11%	-0.7	i	5%	-2%	0%
Cc1ccc(-c2csc(NCCn3c(C(F)(F)F)nc4ccccc43)n2)cc1	2	7%	-5%	-1%	1.2	-39%[inhibitor]	-6%	-4%	5%
Cc1ccc(-c2noc(CCCC(=O)Nc3cccnc3)n2)cc1	-1	-5%	1%	-6%	-3.2	-10%[57.5 µM]	1%	-5%	-3%
CCCS(=O)(=O)N1CCCC(C(=O)NCCCN2CCCC2=O)C1 (stereo not given)	2	12%	2%	-11%	-0.6	i	0%	6%	-22%
O=C(COC(=O)c1ccc([N+](=O)[O-])cc1Cl)Nc1cccnc1Cl	1	-16%	3%	-5%	-0.9	-18%	7%	18%	-29%
COc1ccc(N2CCN(C(=O)Cn3nnc(-c4ccccc4N)n3)CC2)cc1	5	4%	-11%	-3%	-0.5	-11%	?	6%	10%
O=C(Nc1ccc(C(F)(F)F)cc1)C1CCCCN1S(=O)(=O)c1ccccc1 (stereo not given)	-6	-8%	7%	-11%	0.4	-88%[inhibitor]	?	-3%	?
O=C(CN1CCCCC1)Nc1ccccc1C(=O)NC1CC1	-7	-7%	8%	-3%	-2.8	-19%	6%	0%	7%
CC(C)Oc1ccc(Cc2cnc(N)nc2N)cc1	0	-4%	-5%	-5%	0.5	i	2%	-7%	6%
OC(COC(c1ccccc1)c1ccccc1)CN1CCOCC1 (stereo not given)	-5	-2%	-6%	30µM*	1.5	i	1%	-1%	13%
CC(Sc1nnc(Cc2ccc3c(c2)OCO3)o1)C(N)=O (stereo not given)	3	5%	4%	-3%	-2.9	i	15%	2%	0%
COC(=O)CCc1c(C)c(C(=O)c2cccc(OC)c2OC)c2ccccn12	-3	-9%	11%	-5%	-1.6	i	3%	15%	6%
C/C(=N\Nc1nncc2ccccc12)c1ccc(O)cc1	2	0%	0%	-9%	0.8	-26%	-9%	13%	-8%
O=C(COC(=O)CCc1ccccc1)NCc1ccccc1	2	-7%	-1%	-2%	-0.6	i	7%	-6%	0%
O=C(CCC(F)(F)F)N1CCCC(N2CCN(c3cccc(Cl)c3)CC2)C1 (stereo not given)	1	3%	-11%	-2%	1.9	-5%	?	-2%	3%
CCCS(=O)(=O)NC(=O)C1(C)CCN(C(=O)c2ccccc2Br)C1 (stereo not given)	-4	-6%	0%	-6%	0.2	i	26%	4%	2%
CC(NC(=O)/C(C#N)=C/c1ccc(C(=O)O)cc1)c1ccccc1 (stereo not given)	1	-5%	-8%	-8%	-6.1	-33%[inhibitor]	-3%	-2%	-4%
CCOC(=O)C1=C(CS(=O)(=O)c2ccccc2)NC(=O)NC1c1ccc(O)c(OC)c1 (stereo not given)	2	-6%	8%	-14%	-1.0	i	15%	9%	4%
C=CCc1cccc2cc(C(=O)NC3CCCC3)c(=O)oc12	-9	3%	-4%	-13%	0.0	-5%	?	10%	-8%
O=c1ccc(S(=O)(=O)N2CCCC2)cn1Cc1ccc(Cl)cc1Cl	3	-10%	24%	-11%	-0.1	-32%[inhibitor]	?	13%	-4%
COc1ccc(-c2noc(=O)n2CC(=O)N2CCC(Cc3ccccc3)CC2)cc1	0	-10%	7%	2%	-0.6	i	-18%	7%	-22%
Cc1ccc(OCc2n[nH]c(=S)n2Cc2ccccc2)cc1	3	-1%[0.307 µM]	3%	-17%	-1.0	?	3%[0.307 µM]	-3%	-17%
CCOC(=O)c1c(NC(=O)CSc2nnc(CNc3ccc(Cl)cc3)o2)sc(C)c1C	19	-29%	-9%	-3%	-3.5	-36%[inhibitor]	?	4%	-10%
O=C(CSc1ccc(-c2ccc(F)cc2)nn1)N1CCCc2ccccc21	0	-23%	0%	1%	-0.3	-32%[inhibitor]	?	0%	4%

A second format for part of the listing above.
Value order: PI5P4Ka inh, GLP1R cytotox, EPAC1 agonist, PLK1 PBD block, IL2 activator, PTHR1 ag, GLP1R inv ag, GLP1R ag, EPAC1 antagonist
C/C(=N\Nc1nncc2ccccc12)c1ccc(O)cc1
    2, 0%, 0%, -9%, 0.8, -26%, -9%, 13%, -8%
COc1ccc(N2CCN(C(=O)Cn3nnc(-c4ccccc4N)n3)CC2)cc1
    5, 4%, -11%, -3%, -0.5, -11%, ?, 6%, 10%
CCc1cc2c(=O)c(-c3nc4ccccc4n3C)c(C)oc2c(CN2CCN(CCO)CC2)c1O
    ., 12%, 6%, -10%, -1.3, 26%, 36%[activator], 2%, 19%

More entries.
SMILES	PI5P4Ka inh	GLP1R cytotox	EPAC1 agonist	PLK1 PBD block	IL2 activator	PTHR1 ag	GLP1R inv ag	GLP1R ag	EPAC1 antagonist
O=C(Nc1cccc(S(=O)(=O)N2CCOCC2)c1)C1CCN(S(=O)(=O)c2ccccc2)CC1	-1	-11%	15%	5%	-0.4	-20%	-16%	1%	-3%
O=C(NCCc1cccnc1)c1cc(COc2ccc(F)cc2F)on1	1	0%	-3%	-1%	0.0	-20%	?	4%	-4%
Cc1cccc(CSc2ncnc3c2cnn3Cc2ccccc2)c1	.	1%	6%	0%	-3.8	i	?	-4%	16%
CC1(C)NC(=O)N(CC(O)CN2CCCC2)C1=O (stereo not given)	3	1%	3%	0%	0.0	i	5%	-6%	-8%
Cc1cccc(CCNC(=O)C2CCC(CNS(=O)(=O)c3cccs3)CC2)c1 (stereo not given)	-7	20%	2%	-6%	-1.6	i	?	4%	-11%
COc1ccc2c(-c3ccc(S(N)(=O)=O)cc3)c(-c3ccc(S(C)(=O)=O)cc3)sc2c1	-10	-13%	-16%	-7%	-0.4	-24%	?	-2%	12%
CC(C)CC(N=Cc1c(O)c2ccccc2oc1=O)C(=O)O (stereo not given)	0	1%	-1%	-4%	1.7	i	5%	10%	-3%
COC(=O)c1c(C)oc(C)c1S(=O)(=O)N1CCCCC1	7	2%	6%	-7%	0.4	i	-16%	2%	-1%
Cc1cc(C)c(OCCCCNCc2ccccc2)c(Cl)c1	.	-22%	-1%	-4%	-1.0	i	0%	-8%	2%
COc1ccc(C(C)=O)cc1COc1ccc(Cl)cc1Cl	9	19%	-9%	2%	-2.5	i	11%	17%	?
O=C(NCc1ccccc1)C1=C[C@H](c2ccc(Br)cc2)C[C@H](OCc2ccc(CO)cc2)O1	4	-3%	4%	3%	-0.4	i	?	3%	3%
Cc1ccccc1-n1nc(CSc2nc3ccccc3[nH]2)c(-c2ccccc2)c1N	5	-13%	-3%	-5%	-0.5	-12%	?	-3%	-24%
COCCn1c(C)cc(C(=O)CSc2nc3ccccc3c(=O)n2C(C)COC)c1C (stereo not given)	-5	9%	8%	-20%	-0.8	-20%	-16%	?	-16%
CC(C)Cn1c(N)c(C(=O)CSc2nnnn2C)c(=O)n(C)c1=O	-5	-6%	-1%	-2%	-2.6	i	1%	-17%	8%
CCCCNC1=C(Br)C(=O)CC(C)(C)C1	3	22%	2%	-3%	3.5	i	0%	-2%	-26%
CCOC(=O)c1c(-c2ccc(C)s2)csc1NC(=O)c1cccs1	1	1%	10%	-15%	-0.6	i	7%	-11%	1%
Cc1cccnc1NC(=O)C1CCCN1S(=O)(=O)c1ccc(Cl)cc1 (stereo not given)	6	-3%	4%	-12%	-2.7	i	18%	3%	-24%
COc1ccc(/C=C/C(=O)c2oc3ccc(F)cc3c2C)cc1	2	11%	2%	1%	-2.3	i	0%	-10%	-15%
CCCCCC1CCC(C(=O)NCCN2CCOCC2)CC1 (stereo not given)	-1	12%	-2%	3%	-2.4	-1%	-2%	5%	-4%
Cc1noc(C)c1C(=O)OCC(=O)NC1CCCCC1C (stereo not given)	2	5%	-41%[inhibitor]	-10%	0.6	i	22%	10%	-1%
CC1=NN(c2ccccc2)C(=O)/C1=C/C=C/c1ccc(N(C)C)cc1	-29	0%	-8%	0%	-5.3	-24%	-15%	-1%	-1%
O=S(=O)(c1ccc(NC(=S)N2CCOCC2)cc1)N1CCCCC1	3	6%	-8%	-1%	-2.5	-26%	-23%	-5%	6%
CCOC(=O)N1CCN(C(=O)c2ccc3c(c2)N(Cc2cc(C)ccc2C)C(=O)c2ccccc2S3=O)CC1 (stereo not given)	1	-1%&-7%	-3%	2%	0.1	-46%&-24%[inhibitor]	?	9%&-3%	9%
CC1=C(C(=O)OCc2ccccc2)C(c2ccccc2)NC(=O)N1 (stereo not given)	-3	-13%	-3%	1%	-0.4	-4%	4%	11%	-8%
O=C(Nc1ccc(F)cc1F)Nc1ccc(F)cc1F	2	?	5%	-2%	-3.6	-31%[inhibitor]	-20%	3%	22%
O=C1CCCN1CCCNc1ncnc2c1[nH]c1ccccc12	.	9%	10%	-9%	-0.9	-20%	63%[activator]	-2%	-4%
CSCC[C@H](NC(=O)c1cc([N+](=O)[O-])ccc1Cl)c1nc2ccccc2[nH]1	-10	-8%	11%	-12%	-0.6	i	?	11%	5%
